ssDAF12 agonist – S. stercoralis DAF-12 nuclear receptor activators, primary screen, cell-based, luminescence, HEK293, GRIP1 co-expression, lit1-tk-luc. activation, % at 6.8 µM. HEK293 ssDAF-12/GRIP1 lit1-tk-luc reporter; % of 3 µM dafachronic acid response. AID 652126, 2013. 1% of 370,000 active;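 active = activation above the mean over all tested compounds plus 3 SD, cut at about 0.9% in these data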;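 also: 0% = DMSO-only wells and 100% = 3 µM delta7-dafachronic acid wells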
hgDAF12 agonist – H. glycines DAF-12 receptor agonists, primary screen, cell-based, luminescence, HEK293, GAL4 fusion, UAS-luciferase. Nuclear hormone receptor DAF-12 (Heterodera glycines), GAL4 fusion. HEK293 GAL4-hgDAF12 UAS-luciferase reporter, agonist luminescence; normalized to butyrate control. activation, % at 6.8 µM. 1.8% of 370,000 active. AID 687014, 2013;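 active = activation above a cutoff set at the mean of all screened compounds plus 3 SD, cut at about 10% in these data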;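 also: 0% = DMSO wells and 100% = sodium butyrate wells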
DAX1 inh-1 – DAX1 (NR0B1) inhibitors, primary screen, cell-based, HEK293, Gal4-DAX1, luciferase luminescence | HEK293 Gal4-DAX1 luciferase reporter | AID 504766, 2011 | 0.99% of 340,000 active | inhibition, % at 6.75 µM;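 active = inhibition above the mean over all tested compounds plus 3 SD, cut at about 4.2% in these data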;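 also: 0% = DAX1-transfected cells with DMSO and 100% = empty-vector control cells with DMSO; inhibition shows as a rise in luminescence from relieved DAX1 repression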
GC-A act – GC-A stimulated cGMP production enhancers – HEK293 GC-A cells, cGMP TR-FRET, EC30 ANP, primary screen; Atrial natriuretic peptide receptor 1 (Homo sapiens), P16066; 0% at EC30 ANP, 100% saturating ANP; activation, % at 10 µM; 0.14% of 370,000 active; AID 1671463, 2021; in the data active = activation above about 40%
sPLA2-III inh – human group III sPLA2 inhibitors, primary screen, biochemical, QFRET, BODIPY PC-A2 liposome substrate; Group 3 secretory phospholipase A2 (Homo sapiens), Q9NZ20; QFRET BODIPY PC-A2 liposome hydrolysis, fluorescence; inhibition, % at 12.2 µM; 0.56% of 370,000 active;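 active = inhibition above mean plus 3 SD of compounds lying within the high and low control bounds, cut at about 19% in these data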;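 also: 0% = median of test compound wells and 100% = no enzyme DMSO wells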
GAA850 FXN act – FXN promoter activators, primary screen, cell-based, luciferase luminescence, HEK293 lucGAA850. 0.56% of 360,000 active. HEK293 lucGAA850 FXN promoter luciferase reporter, 24 h; percent of 10 µM SAHA response. activation, % at 6 µM;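 active = activation above the average of all compounds screened plus 3 SD, cutoff fixed separately per campaign, cut at about 7.5% in these data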;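 also: 0% = DMSO wells and 100% = 10 µM SAHA wells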
hcDAF12 agonist – H. contortus DAF-12 nuclear receptor activators, primary screen, cell-based, luminescence, HEK293, lit1-tk-luc reporter; activation, % at 6.8 µM; AID 652067, 2013; HEK293 hcDAF-12 lit1-tk-luc reporter; 0% DMSO, 100% Δ7-dafachronic acid; 1.4% of 370,000 active;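 active = activation above the mean of all tested compounds plus 3 SD, cut at about 5.5% in these data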;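 also: 100% = response to 3 µM Δ7-dafachronic acid high control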
SMARCA2 activ – SMARCA2 (BRM) function activators, primary screen, cell-based, luminescence, high throughput; 1% of 370,000 active; MG213 cells, MMTV-luciferase reporter, dexamethasone, overnight; activation, % at 9.1 µM; in the data active = activation above about 7.8%;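 also: 0% = vehicle wells and 100% = reference activator wells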
NPR2 activator – human GC-B receptor activators, primary screen, HEK293 GC-B cells, cGMP TR-FRET, EC30 CNP. 0% at EC30 CNP, 100% saturating CNP. AID 1920062, 2024. 0.11% of 370,000 active. activation, % at 10 µM. Atrial natriuretic peptide receptor 2 (Homo sapiens), P20594;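 active = activation at 10 µM reaching about 35% in either raw or pattern-adjusted values, limit read from the data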
Target sequence (P20594 whole entry, looked up): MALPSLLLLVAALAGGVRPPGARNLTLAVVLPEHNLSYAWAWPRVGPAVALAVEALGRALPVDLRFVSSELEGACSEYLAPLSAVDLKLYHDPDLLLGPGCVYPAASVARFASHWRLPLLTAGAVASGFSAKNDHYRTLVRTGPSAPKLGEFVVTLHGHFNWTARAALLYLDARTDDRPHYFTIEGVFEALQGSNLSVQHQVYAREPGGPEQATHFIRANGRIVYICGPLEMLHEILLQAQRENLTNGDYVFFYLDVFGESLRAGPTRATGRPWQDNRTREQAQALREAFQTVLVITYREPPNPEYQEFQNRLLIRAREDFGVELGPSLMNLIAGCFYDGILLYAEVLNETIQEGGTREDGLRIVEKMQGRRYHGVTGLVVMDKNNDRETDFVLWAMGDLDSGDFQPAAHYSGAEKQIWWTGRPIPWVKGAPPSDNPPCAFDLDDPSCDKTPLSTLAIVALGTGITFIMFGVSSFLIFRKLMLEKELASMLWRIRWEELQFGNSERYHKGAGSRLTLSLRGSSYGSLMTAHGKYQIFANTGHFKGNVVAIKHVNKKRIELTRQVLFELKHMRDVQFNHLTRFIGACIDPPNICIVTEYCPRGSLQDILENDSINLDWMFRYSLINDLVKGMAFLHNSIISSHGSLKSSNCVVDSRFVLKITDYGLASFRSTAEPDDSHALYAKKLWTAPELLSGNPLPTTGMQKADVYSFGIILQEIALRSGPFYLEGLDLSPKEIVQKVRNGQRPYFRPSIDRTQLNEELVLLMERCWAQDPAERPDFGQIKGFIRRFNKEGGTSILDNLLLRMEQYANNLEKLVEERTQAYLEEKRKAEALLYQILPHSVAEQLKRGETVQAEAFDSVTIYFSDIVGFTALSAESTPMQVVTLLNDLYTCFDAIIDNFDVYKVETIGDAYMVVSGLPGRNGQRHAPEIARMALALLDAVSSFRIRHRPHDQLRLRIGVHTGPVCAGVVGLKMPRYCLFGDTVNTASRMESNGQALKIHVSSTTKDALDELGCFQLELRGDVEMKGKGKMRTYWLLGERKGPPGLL
proKLK7 act – proKLK7 zymogen activators, primary screen, biochemical, fluorescence intensity. Kallikrein-7 (Homo sapiens), P49862. purified proKLK7, EDANS-DABCYL substrate fluorescence; 100% is mature enzyme control, 0% vehicle. activation, % at 7 µM. 0.9% of 370,000 active;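 active = activation above the mean of all tested compounds plus 3 SD, computed per campaign excluding outliers beyond control limits, cut at about 13% in these data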
DAX1 inh-2 – DAX1 (NR0B1) inhibitors on StAR promoter, primary screen, cell-based, luminescence, SF-1 (NR5A1), full-length DAX-1; HEK293T StAR-luciferase reporter, SF-1/DAX-1 repression relief; inhibition, % at 6.8 µM; 1.1% of 370,000 active; AID 652010, 2013;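 active = inhibition above the mean over all tested compounds plus 3 SD, cut at about 3.6% in these data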;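 also: 0% = DAX-1 cells with DMSO and 100% = cells lacking DAX-1 with DMSO; higher inhibition means more luminescence from relief of DAX-1 repression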
* marks the source's active call; other numbers are inactive results.

Compound | ssDAF12 agonist | hgDAF12 agonist | DAX1 inh-1 | GC-A act | sPLA2-III inh | GAA850 FXN act | hcDAF12 agonist | SMARCA2 activ | NPR2 activator | proKLK7 act | DAX1 inh-2
O=C(CCSc1ccc(F)cc1)Nc1ccc(-n2cnnn2)cc1 | -1.3 | -3.2 | 0.2 | -2 | -10 | -1.7 | -0.7 | 0 | 2 | 0.6 | -1.1
O=S(=O)(NC1C2CC3CC(C2)CC1C3)c1ccccc1 (stereo unspecified) | -1.5 | 0.0 | -0.1 | 0 | 4 | 4.5 | -0.8 | -2 | 1 | 0.2 | 1.8
CN1CC(=O)Nc2ccc(F)cc2C1=O | -0.8 | 2.5 | 0.5 | 4 | 7 | 0.3 | -1.7 | -2 | 8 | 0.8 | 0.3
O=C(CC1SCCNC1=O)Nc1ccc(F)c(Cl)c1 (stereo unspecified) | -0.9 | 2.0 | 0.3 | -3 | 1 | 3.8 | -1.4 | 0 | 3 | -0.1 | 2.8
O=C(CN1CCCC1)Nc1ccc(S(=O)(=O)N2CCCCC2)cc1 | 0.3 | 0.6 | 0.6 | 0 | -2 | -0.6 | -0.3 | 1 | 1 | -0.8 | -0.1
CNC(=S)/N=C/NOCc1ccc(Cl)cc1Cl | -2.0 | -5.1 | -0.9 | -1 | 0 | -2.2 | -2.1 | -6 | -8 | 0.1 | -1.3
O=C(Nc1nnc(S(=O)(=O)N2CCOCC2)s1)c1ccc(F)cc1 | -0.4 | 1.1 | 1.4 | 3 | 5 | 0.4 | 1.5 | 0 | -2 | 0.1 | 0.4
COc1ccccc1N1CCN(C(=O)CN(c2ccc(C)c(C)c2)S(C)(=O)=O)CC1 | -1.6 | -1.4 | -0.6 | 4 | 2 | 1.4 | -1.5 | -6 | 1 | -0.4 | -0.7

Entries above that have a carbonyl joined to an NH by a bond outside any ring (4):
Compound | ssDAF12 agonist | hgDAF12 agonist | DAX1 inh-1 | GC-A act | sPLA2-III inh | GAA850 FXN act | hcDAF12 agonist | SMARCA2 activ | NPR2 activator | proKLK7 act | DAX1 inh-2
O=C(CCSc1ccc(F)cc1)Nc1ccc(-n2cnnn2)cc1 | -1.3 | -3.2 | 0.2 | -2 | -10 | -1.7 | -0.7 | 0 | 2 | 0.6 | -1.1
O=C(CC1SCCNC1=O)Nc1ccc(F)c(Cl)c1 (stereo unspecified) | -0.9 | 2.0 | 0.3 | -3 | 1 | 3.8 | -1.4 | 0 | 3 | -0.1 | 2.8
O=C(CN1CCCC1)Nc1ccc(S(=O)(=O)N2CCCCC2)cc1 | 0.3 | 0.6 | 0.6 | 0 | -2 | -0.6 | -0.3 | 1 | 1 | -0.8 | -0.1
O=C(Nc1nnc(S(=O)(=O)N2CCOCC2)s1)c1ccc(F)cc1 | -0.4 | 1.1 | 1.4 | 3 | 5 | 0.4 | 1.5 | 0 | -2 | 0.1 | 0.4

The list goes on.
Compound | ssDAF12 agonist | hgDAF12 agonist | DAX1 inh-1 | GC-A act | sPLA2-III inh | GAA850 FXN act | hcDAF12 agonist | SMARCA2 activ | NPR2 activator | proKLK7 act | DAX1 inh-2
Cc1ccnc(NC(=O)CNC(=O)c2ccco2)c1 | -0.4 | 1.3 | 0.3 | 1 | 12 | 3.7 | 0.0 | 1 | -3 | 0.3 | 3.8*
O=C(Nc1ccccc1)Nc1ccccc1-n1ccnc1 | -0.6 | 0.4 | 0.3 | -2 | 9 | 2.6 | 0.4 | -1 | -3 | 0.0 | 0.1
O=[N+]([O-])c1ccc(COc2ccccc2CN2CCCCC2)cc1 | -0.6 | -1.3 | 0.3 | 1 | -2 | 1.6 | -0.2 | -1 | 1 | 0.0 | 0.3
CC1(C)C([N+](=O)[O-])C(c2ccc(O)cc2)NC(c2ccc(O)cc2)C1[N+](=O)[O-] (stereo unspecified) | -1.4 | 0.1 | 1.2 | -2 | -40 | 0.1 | -0.8 | -2 | -4 | 0.4 | 0.2
O=C(Cn1cncn1)N/N=C/c1c2ccccc2cc2ccccc12 | -1.1 | 0.4 | 0.6 | -10 | 5 | 4.1 | -1.9 | 2 | -5 | -0.5 | -0.4
CCCCC[C@@H]1C=C(C(=O)O)[C@H](c2ccc(F)cc2)N1S(=O)(=O)c1ccc(C)cc1 | -1.2 | -0.3 | 0.4 | -2 | -30 | 1.4 | -0.6 | -2 | 5 | -0.7 | -0.8
CC(=O)c1nn(-c2ccc(Br)cc2)cc1C(=O)c1ccccc1 | -1.5 | 2.7 | -0.4 | 3 | 1 | 1.3 | -1.2 | -2 | 0 | 0.4 | 0.4
Cc1ccc(-n2ncc3c(=O)[nH]c(SCC(=O)N4CCOCC4)nc32)cc1 | -0.9 | 4.2 | 0.3 | -5 | 3 | -1.0 | -0.8 | -2 | -4 | 0.3 | -0.1
COc1ccc(/C=C/C(=O)Nc2cc(C)nn2-c2nc3ccccc3[nH]2)cc1 | -1.2 | 0.8 | -0.4 | 14 | 10 | 3.8 | -2.9 | -3 | -1 | -0.9 | -0.2
CCC1CN(C(=O)N2CCC(C(=O)NCCc3ccc(OC)cc3OC)CC2)c2ccccc2O1 (stereo unspecified) | -0.7 | 0.1 | 0.0 | -3 | -5 | -1.6 | -0.5 | -1 | 2 | 0.4 | 0.5
CCOc1ccc(CCNC(=O)CCc2nc3ccccc3[nH]2)cc1OCC | -1.3 | -2.3 | -1.5 | -1 | -2 | 0.9 | -1.1 | -3 | 3 | 0.6 | 0.2
CC1=NNC(=O)C1CC(=O)N/N=C/c1ccncc1 (stereo unspecified) | -1.8 | -0.7 | 2.0 | 2 | 2 | -0.2 | 0.1 | -4 | 3 | -0.1 | 0.7
CCC(CC)C(=O)OCC(=O)Nc1ccc(S(=O)(=O)N2CCOCC2)cc1OC | -1.7 | 0.5 | -1.5 | 6 | 6 | -1.7 | -0.3 | -3 | 5 | 0.3 | 0.0
CCCOc1ccc(CN(C)c2ncnc(N)n2)cc1 | -1.2 | -1.5 | -1.9 | 4 | 0 | 4.2 | -1.4 | -2 | -1 | 0.3 | 0.0
CC(C(=O)Nc1ccccc1)N1CCN(c2ccccn2)CC1 (stereo unspecified) | -1.3 | 0.7 | 1.7 | 1 | 2 | -0.1 | -0.6 | 1 | 0 | 0.5 | -0.4
Cc1ccc(NCN2C(=O)C3C4C=CC(C4)C3C2=O)cc1 (stereo unspecified) | -1.1 | 0.0 | -0.6 | 1 | -1 | 1.2 | 0.2 | 2 | 2 | -0.2 | -0.5
Cc1ccccc1C(OCC(O)CN1CCC(C(N)=O)CC1)c1ccccc1 (stereo unspecified) | -0.7 | 4.3 | 0.0 | -11 | -5 | 0.0 | -3.0 | 2 | -4 | -0.7 | 0.0
CC(C)[C@H](NS(=O)(=O)/C=C/c1ccccc1)C(=O)OCC(=O)NC(N)=O | -1.8 | -1.1 | 0.0 | 0 | 13 | 1.4 | -0.8 | -2 | -3 | 0.1 | 0.3
COc1ccc(CCNC(=O)c2cc([N+](=O)[O-])ccc2N2CCOCC2)cc1 | -0.8 | -0.3 | 2.1 | 7 | 1 | -1.2 | -1.0 | -1 | 13 | -0.2 | -0.6
Cc1ccc(S(=O)(=O)N(C)C)cc1NC(=O)CSc1ncn[nH]1 | -0.6 | 1.4 | 0.5 | 1 | -10 | 3.1 | -2.0 | -1 | 2 | -0.5 | -1.2
CC(CO)Nc1nc(SCc2ccccc2)nc2sc3c(c12)CCC3 (stereo unspecified) | -1.3 | 1.6 | 0.6 | 4 | -9 | 2.8 | -2.1 | 4 | -2 | 0.7 | -1.1
CCOC(=O)c1ccc2c(c1)n(CCO)c(C)[n+]2CC | -0.4 | 0.6 | 1.1 | 2 | 9 | -1.0 | -0.5 | 4 | -1 | 0.7 | 1.0
CCN(CC)CCNC(=O)Cc1nn(CC)c(=O)c2ccccc12 | -1.2 | -3.3 | 1.6 | 2 | -2 | -1.0 | 0.1 | -3 | 2 | -0.5 | -0.1
Cc1cccc(Cl)c1NC(=O)N1CCCN(c2nc3ccc(Cl)cc3s2)CC1 | -3.0 | -6.4 | -6.3 | -6 | -9 | -0.9 | -5.2 | -5 | -5 | 0.5 | -1.3
CC(=O)Nc1ccccc1-c1nc2ccccc2nc1OCC(=O)c1ccc(Br)cc1 | -0.5 | -1.2 | 0.1 | 1 | 6 | -3.1 | -1.6 | -3 | -4 | 0.1 | 0.3
CCCCOc1ccc(OCCNS(=O)(=O)N(C)C)cc1 | -1.0 | 7.8 | 0.5 | 2 | -10 | 1.0 | -0.8 | 4 | -9 | -0.4 | 0.1
CCOC(=O)c1sc(=S)n(C)c1NC(=O)c1ccc(F)cc1 | -0.8 | -1.3 | -1.0 | 5 | 13 | -1.2 | -1.7 | -1 | 4 | -0.1 | 0.0
Cc1cccc(C)c1N(CC(=O)Nc1cc(Cl)ccc1Oc1ccccc1)S(C)(=O)=O | -1.6 | -3.0 | -1.0 | -34 | -10 | 2.0 | -1.1 | -1 | -34 | -0.1 | 0.1
CC(=O)Nc1ccc(OCC=C(Cl)Cl)cc1 | -1.0 | 2.3 | -0.4 | 1 | 1 | -2.3 | -2.4 | -3 | 0 | -0.1 | 0.5
Cc1ccc(-n2cccc2/C=C2/C(=N)N3C(=NC2=O)SN=C3S(C)(=O)=O)cc1 | -1.0 | 1.8 | 0.1 | -12 | -15 | 2.2 | 2.5 | 2 | -2 | 0.4 | 0.5
N#CCCN(C(=O)COC(=O)COc1ccc(Cl)cc1)c1ccccc1 | -0.4 | 1.6 | -0.4 | 7 | 0 | 0.1 | 1.3 | 0 | -1 | -0.2 | 0.3
CCC(C)NC(=O)CN1c2cccc3cccc(c23)S1(=O)=O (stereo unspecified) | -1.3 | -2.9 | -0.2 | -2 | -3 | 2.0 | -0.9 | -2 | -1 | 14* | -0.1
CCc1cccc2c(C(=O)CN3C(=O)NC4(CCc5ccccc54)C3=O)c[nH]c12 (stereo unspecified) | -1.5 | -9.7 | -1.2 | -5 | -39 | 3.0 | -0.5 | 3 | 2 | 0.3 | 12*
CCOC(=O)/C(=C/c1c[nH]c2ccccc12)NC(C)=O | 0.1 | 4.3 | -2.2 | 3 | 0 | -2.4 | 3.4 | -4 | -3 | 0.1 | 0.2

Screens (PubChem BioAssay)
